# Source: PubChem BioAssay
# aSyn yeast inh: alpha-synuclein toxicity inhibition in yeast | Yeast expressing alpha-synuclein, growth rescue, BacTiter-Glo, 24 h | Potency, µM (highest dose often 46.1 µM), without a hit: top-dose growth rescue (activation), actives largely listed as activators | 0.14% of 370,000 active | AID 652106; note: potency is the fitted concentration of half-maximal effect; % of control where 0% means no effect; nearly all actives have a fitted effect of over 65% in size
#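 Readout is rescue of growth in alpha-synuclein-expressing yeast, so inhibitors of toxicity appear as activators. Growth after 24 hr at 30 deg C in galactose medium is quantified by luminescence.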
# MmCpn inh: inhibitors of Methanococcus maripaludis chaperonin (MmCpn); purified Mm-Cpn ATPase, ADP Transcreener TR-FRET; Potency, µM (titrated, usually from 76.9 µM), for inactives: at the top dose activity, negative = inhibition, usual class: inhibitors; 0.031% of 330,000 active; AID 504842; note: potency is the fitted concentration of half-maximal effect; % is set by controls: 0 for no effect and ±100 for the full control effect; nearly all actives have a fitted effect of over 80% in size
#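 Measured: ADP formation by purified Mm-CPN. Conditions: 25 nM protein, 10 uM ATP, Tris pH 7.4 with Mg2+, K+ and DTT, 37°C for 30 min. Detection: Transcreener HTRF after 30 min at room temperature.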
# FUS suppressor: FUS proteinopathy suppression in yeast. Potency, µM (top dose mostly 76.6 µM), for the others: at the highest dose growth rescue (activation), most hits filed as activators. 0.24% of 390,000 active. AID 1347120. S. cerevisiae FUS-expressing, growth rescue, OD600, 24 h;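 note: potency is the fitted concentration of half-maximal effect; plate controls were DMSO vehicle for no effect and reference control for full effect; nearly all actives have a fitted effect of over 55% in size; some results filed as inactive show a strong effect at the top dose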
#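 FUS-expressing yeast, raffinose-pregrown, induced in 2% galactose minimal medium at OD 0.005; compounds in a dilution series, 24hr at 30C. Growth restoration read as absorbance at 600 nm. CP55940 positive control, DMSO negative.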
# Akt phos inh: blocks phosphorylation of Akt; 0.32% of 360,000 active; Neuro2A IGF-stimulated pAkt S473 HTRF, 20 min; hits give low values; activity change, % for hits at 50 µM; AID 651550; in the data active = activity change below about -80%; inconclusive = mostly about -51% to -80%; note: % is set by controls: 0 for no effect and ±100 for the full control effect
#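 Single-point screen (50 µM final compound) in Neuro2A cells stimulated 20 min with 6 nM IGF at 37 deg C. After lysis, Ser473-phosphorylated Akt read by HTRF (ex 330 nm, em 615/665 nm) as the 665/615 ratio.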
# TDP43 rescue: inhibitors of TDP-43 toxicity in yeast; TDP-43 expressing yeast growth rescue, BacTiter-Glo, 24 h; 1.8% of 410,000 active; AID 652104; Potency, µM (highest dose often 46.1 µM), for inactives: top-dose growth rescue (activation), actives largely listed as activators; note: potency is the fitted concentration of half-maximal effect; % of control where 0% means no effect; nearly all actives have a fitted effect of over 50% in size
#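 In this qHTS, compounds that restore growth of yeast expressing TDP-43 appear as activators. Cells (OD600=0.02, galactose medium, raffinose-pregrown) are incubated with compound 24 hr at 30 deg C and growth is quantified by BacTiter-Glo.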
# PTHR1 agonist: PTHR1 (human) receptor agonism; 0.075% of 410,000 active; Potency, µM (top dose mostly 115 µM), without a hit: at the top dose activation, most hits filed as activators; HEK293 GP2 PTHR1 cells, GloSensor cAMP luminescence, 1 h; note: potency is the fitted concentration of half-maximal effect; nearly all actives have a fitted effect of over 55% in size; some results filed as inactive show a strong effect at the top dose; inactives centre near -15; many of its hits are not listed in these tables
# Target sequence (Q03431 whole entry, looked up): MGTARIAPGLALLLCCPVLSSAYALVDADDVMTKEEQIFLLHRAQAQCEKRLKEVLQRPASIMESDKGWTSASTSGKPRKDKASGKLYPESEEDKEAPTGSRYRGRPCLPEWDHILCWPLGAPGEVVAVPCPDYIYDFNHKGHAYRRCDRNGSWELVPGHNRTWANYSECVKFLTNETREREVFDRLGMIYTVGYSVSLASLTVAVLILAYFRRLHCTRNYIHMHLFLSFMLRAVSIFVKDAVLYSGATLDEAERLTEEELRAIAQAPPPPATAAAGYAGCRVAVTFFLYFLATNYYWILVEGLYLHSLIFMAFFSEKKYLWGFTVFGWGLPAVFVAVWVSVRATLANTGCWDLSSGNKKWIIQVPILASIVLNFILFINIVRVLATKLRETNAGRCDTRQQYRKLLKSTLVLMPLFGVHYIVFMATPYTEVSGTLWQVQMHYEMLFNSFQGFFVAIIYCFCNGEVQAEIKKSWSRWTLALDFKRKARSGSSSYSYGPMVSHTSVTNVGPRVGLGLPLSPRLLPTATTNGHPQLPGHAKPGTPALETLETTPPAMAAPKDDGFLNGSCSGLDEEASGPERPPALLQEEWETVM
#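 HEK-293-derived GP2 cells expressing PTHR1 and a GloSensor cAMP reporter, 3,000/well, plated overnight, given luciferin plus IBMX (each 0.5 mM as added) for 1 h at 37 °C, then compound for 1 h at 37 °C. Luminescence was read after 15 min at room temperature.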
# HEK293 tox: cytotoxicity in counter-screen for GLP-1R inverse agonists. HEK293 cAMP-luciferase reporter cells, luminescence, 24 h. Potency, µM (series often up to 38.3 µM), for the others: at the highest dose activity change, negative = inhibition, hits mostly inhibitors. 0.13% of 410,000 active;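 note: loss of luciferase light is scored as toxicity; potency is the fitted concentration of half-maximal effect; % is set by controls: 0 for no effect and ±100 for the full control effect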
#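 Quantitative HTS format, 1536 wells, 200 cells/uL seeded. Compounds: 23 nL, 24 h, 37 °C. Detection: luciferase reagent, luminescence at 12 min RT; decreased signal taken as cytotoxic.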
# GLP-1R inv ag: inverse agonists of human GLP-1 receptor; P43220; HEK293 GLP-1R CRE-luciferase, luminescence, 24 h; GLP-1R form is constitutively active; Potency, µM (series often up to 38.3 µM), without a hit: at the highest dose activity change, negative = inhibition, usual class: inhibitors; 1.6% of 410,000 active; note: potency is the fitted concentration of half-maximal effect; % is set by controls: 0 for no effect and ±100 for the full control effect; nearly all actives have a fitted effect of over 55% in size
# Target sequence (P43220 whole entry, looked up): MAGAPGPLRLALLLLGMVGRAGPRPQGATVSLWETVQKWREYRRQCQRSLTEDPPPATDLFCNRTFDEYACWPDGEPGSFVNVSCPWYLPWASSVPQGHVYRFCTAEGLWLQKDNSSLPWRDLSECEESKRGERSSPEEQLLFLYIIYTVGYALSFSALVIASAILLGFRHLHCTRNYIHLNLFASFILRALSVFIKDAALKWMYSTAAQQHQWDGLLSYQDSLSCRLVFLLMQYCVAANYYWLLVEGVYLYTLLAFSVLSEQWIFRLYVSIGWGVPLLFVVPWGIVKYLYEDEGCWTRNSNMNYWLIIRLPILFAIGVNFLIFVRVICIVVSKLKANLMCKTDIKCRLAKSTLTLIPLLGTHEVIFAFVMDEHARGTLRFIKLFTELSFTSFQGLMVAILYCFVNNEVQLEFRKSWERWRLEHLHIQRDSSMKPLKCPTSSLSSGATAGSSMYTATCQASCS
#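 Seeding at 200 cells/uL, 12 h culture, 24 hr compound treatment, then luciferase reagent and a luminescence read; cells are HEK293 stably expressing a constitutively active GLP-1R plus cAMP-responsive luciferase.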
# Abeta rescue: compounds reversing amyloid beta toxicity in yeast; yeast expressing A-beta42, growth rescue, OD600, 48 h; response scale: 0% DMSO, 100% iron-clioquinol control; Potency, µM (doses to about 46.1 µM), without a hit: at the top dose growth rescue, usual class: activators; 0.063% of 410,000 active; AID 1347071; note: potency is the fitted concentration of half-maximal effect; nearly all actives have a fitted effect of over 55% in size
#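 Growth rescue measured by 600 nm absorbance after 48 h yeast culture at 30 C with compound. Values normalized between DMSO and an equimolar ferric chloride plus clioquinol control.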
# Numbers without * were called inactive; i = inactive; ? = inconclusive; / = no result given; [ ] = another dose, or the depositor's remark. Unless noted, calls come from the whole dose curve; as a rule, active = well fitted curve in the direction sought with a large enough effect; inconclusive = small, poorly fitted or top-dose-only effect, or another doubt; inactive = no such curve, though single readings can be large; an effect the other way counts as inactive or inconclusive.
SMILES,aSyn yeast inh,MmCpn inh,FUS suppressor,Akt phos inh,TDP43 rescue,PTHR1 agonist,HEK293 tox,GLP-1R inv ag,Abeta rescue
COCCN1CC(C(=O)N2CCC(Oc3ccccc3OC)CC2)CCC1=O (configuration not stated),-1%,0%,/,i,13%,-27%,9%,-2%,-6%
CCOc1ccc(OCCC(=O)OCC(=O)Nc2ccc(Cl)cn2)cc1,-1%,2%,-7%,i,6%,i,-1%,12%,1%
CCCCNC(=O)C1CCN(C(=O)Nc2ccc(C)cc2)CC1,8%,1%,-24%,i,13%,i,22%,1%,-2%
Cc1cccc2sc(N3CCN(C(=O)c4ccco4)CC3)nc12,/,/,20%,/,11µM*,-17%,1%,-1%,0%
COc1ccc(CSc2nnc(C)n2N)cc1,2%,-1%,-9%,i,18%,i,-9%,10%,0%
CC(=O)C1C(=O)c2c(cccc2[N+](=O)[O-])C1=Nc1ccc(S(N)(=O)=O)cc1 (configuration not stated),0%,0%,34%,i,-6%,i,-12%,?,16%
COc1ccc(Cc2nc3ccccc3n2CC(=O)N/N=C/c2ccc(C)cc2O)cc1OC,-2%,1%,27%,i,?,i,?,-28%,-21%
Cc1ccc(S(=O)(=O)NCc2ccc(C(=O)NC3CCCCC3)cc2)cc1,-3%,-2%,-10%,i,-16%,i,0%,12%,-10%
CC(=O)Nc1cc2c(nc1C)nc(C)n2Cc1ccc(Br)cc1,2%,1%,15%,i,-9%,i,-8%,6%,-1%
CC(C)[C@H](NC(=O)C1CCCC1)c1nc2ccccc2[nH]1,11%,1%,?,i,-9%,-49%[inhibitor],0%,10%,13%
CN1C(=O)[C@H]2[C@@H](c3ccc(C(F)(F)F)cc3)N[C@]3(CCCN(Cc4ccc(Br)cc4)C3=O)[C@H]2C1=O,-26%,/,25%,i,?,-24%,1%,?,?
CCC1(CC)C(=O)N(C)C(=O)NC1=Nc1ccc(OC)cc1,-1%,1%,-4%,i,21%,i,4%,2%,24%
COc1cccc(C(=O)NCC(=O)NNc2ncnc(N)c2[N+](=O)[O-])c1,5%,0%,0%,i,12%,i,0%,-4%,-9%
Cn1cc(C=O)c(-c2ccc3c(c2)OCCCO3)n1,-5%,0%,19%,i,-6%,-17%,17%,13%,5%
CCOC(=O)C1CCN(C(=O)C2CC(=O)N(c3ccc4c(c3)OCCO4)C2)CC1 (configuration not stated),0%,2%,0%,i,7%,i,8%,15%,16%
CCCCC(=O)N(CCOC)c1nnc(-c2ccccc2C)s1,-7%,0%,?,i,8%,-15%,6%,?,2%
Cc1cccc(CSc2ccc(-c3ccco3)nn2)c1,-16%,-2%,/,i,30%,-22%,0%,?,-20%
COc1ccc(CN2C(=O)c3cccnc3C2=O)cc1S(=O)(=O)NCc1ccccc1,-17%,4%,8%,i,-10%,-34%[inhibitor],0%,13%,-9%
COc1ccccc1N1CCN(S(=O)(=O)c2c(C)sc3ncn(CC(=O)Nc4ccc(C(F)(F)F)cc4)c(=O)c23)CC1,/,/,-16%,/,20%,i,0%,5%,-11%
Cc1ccc(NC(=O)CN(C)C(=O)COc2c(Cl)cc(Cl)c3ccc(C)nc23)cc1,7%,0%,-10%,i,17%,-4%,-5%,-8%,0%
CC(C)(C)c1ccc(C(=O)N2CCN(C(=O)c3ccco3)CC2)cc1,20%,0%,/,i,27%,-2%,0%,13%,1%
CCOCCCn1c(=S)[nH]c2cc(C(=O)NCCOC)ccc2c1=O,-2%,-5%,-3%,i,9%,i,-11%,0%,-16%
Cc1ccc2nc(NCC(N)=O)nc(-c3ccccc3)c2c1,-10%,-2%,13%,i,4%,i,169%[activator],59%[activator],17%
Cc1ccccc1CSCCNC(=O)CSCc1ccc([N+](=O)[O-])cc1,17%,0%,/,i,?,-39%[inhibitor],0%,?,21%
COc1ccc(C(=O)N2CC(=O)Nc3ccc(C)cc3C2c2ccc(F)cc2)c(OC)c1 (configuration not stated),/,/,17%,/,11%,i,-10%,?,1%

# The final 2 records of the part before open the next one:
SMILES,aSyn yeast inh,MmCpn inh,FUS suppressor,Akt phos inh,TDP43 rescue,PTHR1 agonist,HEK293 tox,GLP-1R inv ag,Abeta rescue
Cc1ccccc1CSCCNC(=O)CSCc1ccc([N+](=O)[O-])cc1,17%,0%,/,i,?,-39%[inhibitor],0%,?,21%
COc1ccc(C(=O)N2CC(=O)Nc3ccc(C)cc3C2c2ccc(F)cc2)c(OC)c1 (configuration not stated),/,/,17%,/,11%,i,-10%,?,1%
CCOC(=O)Cc1csc(NC(=O)CSc2nnc(-c3ccc(NS(=O)(=O)CC)cc3)o2)n1,-18%,/,32%,?,-8%,-12%,-23%,7%,-17%
O=C(COc1ccccc1Cl)Nc1cnn(Cc2ccccc2)c1,-1%,2%,-2%,i,?,i,-2%,?,16%
CC(C)(C)c1ccc(S(=O)(=O)Nc2ccc(C(O)(C(F)(F)F)C(F)(F)F)cc2)cc1,-25%,/,?,i,35µM*,i,-21%,?,?
COCC(C)NC(=O)c1cc2c(=O)n3cccc(C)c3nc2s1 (configuration not stated),/,/,-18%,/,18%,i,29%,52%[activator],-8%
CC(=O)c1cccc(NC(=O)c2ccc(C)c(S(=O)(=O)N3CCOCC3)c2)c1,1%,-1%,0%,i,-6%,-8%,-8%,-25%,-7%
O=C(c1[nH]c(C(F)(F)F)nc1-c1ccccc1)N1CCN(c2ccccn2)CC1,-13%,/,-27%,i,18%,-14%,-27%,?,-13%
Cc1cc(C)nc(N/N=C/C2=C(O)CC(c3ccc(F)cc3)CC2=O)n1 (configuration not stated),20%,2%,17%,i,-18%,-21%,-5%,?,-5%
COc1ccc2oc(=O)c(C(=O)N3CCc4ccccc43)cc2c1,-1%,0%,-4%,i,15%,i,14%,0%,12%
CC1=C(C(=O)N2CCOCC2)C(c2c(F)cccc2F)NC(=O)N1 (configuration not stated),-1%,0%,11%,i,-15%[9.22 µM],i,-3%,0%,-2%
O=C(Cn1cnc2ccccc2c1=O)NCCCN1CCCC1=O,1%,-3%,-24%,i,-5%,-24%,6%,1%,-14%
c1ccc(CCNc2cnccn2)cc1,3%,1%,-20%,i,21%,?,4%,4%,5%
COCCNC(=O)C1CC(=O)N(c2ccc(F)c(Cl)c2)C1 (configuration not stated),-3%,/,-23%,i,7%,-21%,3%,4%,-1%
CN(Cc1ccccc1)C(=O)c1cn(C)c2ccc(S(=O)(=O)N3CCCCC3)cc2c1=O,/,/,21%,/,8%,-2%,0%,3%,3%
COc1cccc(/C=C2\C=C(c3ccc(C)cc3)OC2=O)c1OC(C)=O,15%,2%,-7%,i,-26%,14%,9%,-13%,-22%
CC(C)CC(=O)Nc1ccc2c(c1)oc1ccccc12,-6%,1%,17%,i,-1%,i,2%,?,20%
Cc1ccc2c(c1)N(CC(=O)N1CCCC1)C(=O)c1cccnc1O2,-4%,0%,9%,i,2%,i,-16%,7%,0%
COc1ccc(N2CCN(C(=O)COC(=O)COc3cccc(C(F)(F)F)c3)CC2)cc1,0%,0%,-6%,i,13%,-1%,-11%,3%,34%
O=c1c2ccccc2nc(-c2ccoc2)n1CCc1ccccc1,2%,0%,21%,i,?,-15%,3%,?,-35%[inhibitor]
CN(C)C(=O)C[C@@H]1CC[C@@H](NC(=O)C2CCC2)[C@@H](CO)O1,1%,/,-10%,i,?,-23%,-12%,22%,-4%
C=CCn1c(SCC#N)nc2c(c1=O)C(C)(C)Cc1ccccc1-2,5%,-1%,-15%,i,?,-23%,-11%,?,-2%
Cn1ccc2c(-c3ccc(C(N)=O)cc3)cc3c(c21)C1CCC3O1 (configuration not stated),-4%,/,-7%,i,?,-11%,-2%,5%,-5%
CSc1nc2c(cnn2-c2ccccc2)c(=O)n1N,-6%,0%,-23%,i,1%,i,0%,20%,-23%
Cc1ccc(N2C(=O)C3CCCN3C2=S)c(C)c1 (configuration not stated),7%[1.84 µM],0%,-1%,i,?,-2%,3%,0%,6%
O=C(CCn1nc(-c2ccc(Cl)cc2)ccc1=O)NCc1ccccn1,2%,1%,-7%,i,18%,i,-1%,3%,10%
O=C(N/N=C/c1ccccc1O)C1SCCCS1,11%,1%,-5%,i,17%,-24%,-18%,?,?

# Some entries already given, showing only PTHR1 agonist:
Molecule	PTHR1 agonist
Cc1ccc(NC(=O)CN(C)C(=O)COc2c(Cl)cc(Cl)c3ccc(C)nc23)cc1	-4%
COc1ccc2oc(=O)c(C(=O)N3CCc4ccccc43)cc2c1	i

# Additional results follow:
SMILES,aSyn yeast inh,MmCpn inh,FUS suppressor,Akt phos inh,TDP43 rescue,PTHR1 agonist,HEK293 tox,GLP-1R inv ag,Abeta rescue
COc1cccc(NC(=O)CN(C)C(=O)c2cccc(NS(=O)(=O)c3ccc(Br)cc3)c2)c1,7%,/,?,i,16%,-12%,0%,?,21%
CC(=O)Nc1ccc(C(=O)OCC(=O)Nc2ccccc2Sc2ccccc2)cc1,-24%,0%,/,i,-5%,-27%,-7%,-9%,-16%
Cc1ccc(C2Cc3cc(O)c(O)cc3CN2)cc1 (configuration not stated),0%,/,10%,i,-22%,i,-11%,-25%,-7%
Cc1cc(C)cc(NC(=O)NCc2c(-c3ccccc3)noc2C)c1,-5%,-1%,-6%,i,12%,-5%,-6%,4%,11%
COC(=O)c1sc2nc(-c3ccccc3)c3c(c2c1N)CCCC3,-2%,1%,7%,?,-17%,i,6%,-4%,-12%
COc1ccc(C(=O)NOCc2ccccc2)cc1,-11%,1%,-20%,i,-5%,-9%,2%,3.2µM*,-12%

# Only part of the results is shown. The share of hits here may be higher or lower than overall.
